Compound activity deposited in PubChem BioAssay by Sanford-Burnham Center for Chemical Genomics.
HKDC1 inh – inhibitors of human hexokinase HKDC1. Q2TB90. recombinant HKDC1, G6PDH/diaphorase resazurin coupled fluorescence. inhibition, % at 20 µM. 340,000 compounds, 0.16% hits;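 active means inhibition above about 35% when tested at 20 µM, limit read from the data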;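 further: plate controls were DMSO wells with enzyme for no effect and DMSO wells lacking enzyme for full effect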
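Assay system – recombinant HKDC1 (HK5) hexokinase enzyme, produced in-house · Input – HKDC1 at 5 µg/mL · Reagent – glucose plus 1 mM ATP as hexokinase substrates · Timing – 90 min reaction incubation at room temperature, dark · Measured by – G6PDH/diaphorase-coupled fluorescence, 1 mM NADP, 100 µM resazurin, 525/613 nm · Benchmarks – DMSO-enzyme wells negative, buffer-substituted wells positive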
SENP6 inh – inhibitors of human SENP6 protease. Recombinant SENP6 catalytic domain, aminoluciferin luminescence. Q9GZR1. AID 2599. inhibition, % at 10 µM. 330,000 compounds, 1.8% hits;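 active means inhibition above about 50% at the single tested dose, limit read from the data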;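 further: plate controls were DMSO wells with enzyme for no effect and DMSO wells lacking enzyme for full effect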
SENP7 inh – inhibitors of human SENP7 protease | Q9BQF6 | recombinant SENP7, Z-RLRGG-aminoluciferin luminescence, 40 min | inhibition, % at 5 µM | 330,000 compounds, 1.5% hits;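 active means inhibition above about 50% at the single test dose, limit read from the data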;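 further: plate controls were DMSO with enzyme for no effect and no enzyme buffer wells for full effect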
SENP1 FRET inh – SENP1 (human) catalytic domain inhibition; inhibition, % at 10 µM; AID 624204; 360,000 compounds, 0.21% hits; recombinant SENP1 catalytic domain, CyPet-SUMO1-YPet FRET cleavage; Q9P0U3;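 active means inhibition at least 30% at 10 µM, raw YFP signal under a set limit, fluorescence ratio 0.5 to 1.5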;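 further: 0% = enzyme with DMSO and 100% = no enzyme wells; some results filed as inactive read as strong as hits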
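Test system: human SENP1 catalytic domain; medium: Tris pH 8 buffer plus EDTA, NaCl, BME, BSA, NP40, catalase; incubation: 50 min reaction at room temperature; technique: FRET, CFP and YFP emission; controls: no-enzyme low control and enzyme-plus-DMSO high control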
PfG6PD inh – PfG6PD (Plasmodium falciparum) enzyme inhibition | AID 504690 | 350,000 compounds, 0.78% hits | inhibition, % at 20 µM | PfGluPho enzyme, NADPH resazurin-diaphorase fluorescence;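 active means inhibition reaching at least a set limit at 20 µM in the primary screen, cut at about 59% in these data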;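 further: 0% = DMSO wells with substrate and 100% = DMSO wells lacking glucose-6-phosphate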
Apaf-1 inh – human Apaf-1 inhibition | O14727 | reconstituted apoptosome caspase-3 activity, DEVD-Rh110 fluorescence | inhibition, % at 20 µM | 330,000 compounds, 0.71% hits; active means inhibition of at least 40% at 20 µM;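 further: plate controls were DMSO wells for no effect and DEVD-CHO caspase inhibitor wells for full effect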
Target sequence (O14727 whole entry, looked up): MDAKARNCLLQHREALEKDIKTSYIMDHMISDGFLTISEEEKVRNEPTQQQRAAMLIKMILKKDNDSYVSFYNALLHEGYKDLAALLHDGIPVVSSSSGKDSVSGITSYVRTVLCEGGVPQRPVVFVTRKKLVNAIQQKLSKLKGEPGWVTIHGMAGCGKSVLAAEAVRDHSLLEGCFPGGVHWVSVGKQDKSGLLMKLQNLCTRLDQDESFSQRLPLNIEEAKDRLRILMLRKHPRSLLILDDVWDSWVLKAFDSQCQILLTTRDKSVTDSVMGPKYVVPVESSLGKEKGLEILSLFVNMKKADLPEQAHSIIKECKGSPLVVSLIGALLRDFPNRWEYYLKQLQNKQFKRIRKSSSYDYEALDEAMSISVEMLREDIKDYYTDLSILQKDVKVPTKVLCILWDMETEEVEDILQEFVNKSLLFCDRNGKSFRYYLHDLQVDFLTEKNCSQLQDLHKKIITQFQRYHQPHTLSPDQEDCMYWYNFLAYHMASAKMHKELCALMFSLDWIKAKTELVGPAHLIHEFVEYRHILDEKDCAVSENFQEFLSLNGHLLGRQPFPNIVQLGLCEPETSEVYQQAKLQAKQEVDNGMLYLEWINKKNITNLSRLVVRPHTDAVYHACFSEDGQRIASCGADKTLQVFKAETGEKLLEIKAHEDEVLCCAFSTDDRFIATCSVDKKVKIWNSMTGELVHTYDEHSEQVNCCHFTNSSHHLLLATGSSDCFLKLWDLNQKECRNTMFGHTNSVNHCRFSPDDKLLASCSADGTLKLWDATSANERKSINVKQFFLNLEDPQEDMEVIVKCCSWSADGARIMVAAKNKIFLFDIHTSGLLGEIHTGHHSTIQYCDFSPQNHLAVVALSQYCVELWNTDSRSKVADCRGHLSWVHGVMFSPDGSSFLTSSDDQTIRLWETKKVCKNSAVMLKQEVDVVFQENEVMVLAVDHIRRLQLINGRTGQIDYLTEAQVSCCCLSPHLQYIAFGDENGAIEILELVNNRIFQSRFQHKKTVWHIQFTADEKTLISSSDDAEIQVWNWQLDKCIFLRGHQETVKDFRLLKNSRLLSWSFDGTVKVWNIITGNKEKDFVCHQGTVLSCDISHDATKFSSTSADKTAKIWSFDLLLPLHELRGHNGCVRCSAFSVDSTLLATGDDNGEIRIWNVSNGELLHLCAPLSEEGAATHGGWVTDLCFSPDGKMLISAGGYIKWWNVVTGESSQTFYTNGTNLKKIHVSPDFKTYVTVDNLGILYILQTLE
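Material: reconstituted apoptosome with Apaf-1, cytochrome c, caspase-9, procaspase-3, dATP. Technique: Rh110 fluorescence intensity. Buffer or medium: pH 7.5 Hepes buffer with CHAPS, BSA, DTT. Times: 30 min plus 50 min, RT.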
SENP8 block-1 – blocks the human protease SENP8; Q96LD8; purified SENP8, Z-RLRGG-aminoluciferin cleavage, luminescence; inhibition, % at 10 µM; 330,000 compounds, 1.2% hits; AID 2540; in the data active means inhibition above about 50%
SENP8 block-2 – blocks human SENP8 cleavage of Nedd8 substrate | Q96LD8 | recombinant SENP8, Nedd8 substrate fluorescence | inhibition, % at 20 µM | 360,000 compounds, 0.64% hits | AID 602440; in the data active means inhibition mostly above about 40%, no sharp cut-off; inactive means mostly below about 27%
The depositor's hits bear a star.

Screening O=C(NCC1CCCO1)c1cc2n(n1)C(C(F)(F)F)CC(c1ccc(Br)cc1)N2 (configuration not stated) returned HKDC1 inh -6, SENP6 inh 5, SENP7 inh 4, SENP1 FRET inh 1, PfG6PD inh 9, Apaf-1 inh 5, SENP8 block-1 6 and SENP8 block-2 26.
For O=C1CCCN2N=C(SCC(=O)Nc3ccc(Cl)cc3)SC2=N1 the results were HKDC1 inh -3, SENP6 inh 0, SENP7 inh 1, SENP1 FRET inh 2, PfG6PD inh -15, Apaf-1 inh 6, SENP8 block-1 0 and SENP8 block-2 10.
`COc1ccc([N+](=O)[O-])cc1NC(=O)CCNC(=O)Cn1ccc2ccccc2c1=O` gave HKDC1 inh 1, SENP6 inh 7, SENP7 inh 1, SENP1 FRET inh -1, PfG6PD inh 11, Apaf-1 inh -19, SENP8 block-1 -3 and SENP8 block-2 12.
Screening CCN1CCN(c2nc(-c3cccs3)nc3ccccc23)CC1 returned HKDC1 inh -4, SENP6 inh 7, SENP7 inh 15, SENP1 FRET inh -2, PfG6PD inh 8, Apaf-1 inh 5, SENP8 block-1 11 and SENP8 block-2 -2.
CC1(C)CC(=O)C2=C(C1)N(Cc1ccco1)C(=O)C2(NC(=O)c1ccc(Cl)cc1Cl)C(F)(F)F (configuration not stated) was read as HKDC1 inh 5, SENP6 inh -6, SENP7 inh -3, SENP1 FRET inh 1, PfG6PD inh -5, Apaf-1 inh -7, SENP8 block-1 -8 and SENP8 block-2 4.
`COc1cc(CC(=O)OCn2nnc3ccccc3c2=O)cc(OC)c1OC` gave HKDC1 inh -4, SENP6 inh 15, SENP7 inh 0, SENP1 FRET inh 2, PfG6PD inh -6, Apaf-1 inh -5, SENP8 block-1 0 and SENP8 block-2 31.
Cc1cccc(N2C(=O)c3ccccc3C2=O)n1 was read as HKDC1 inh -4, SENP6 inh -4, SENP7 inh -8, SENP1 FRET inh -1, PfG6PD inh -2, Apaf-1 inh 12, SENP8 block-1 -10 and SENP8 block-2 23.
Screening CN(C)c1ccc(C(=S)N2CCOCC2)cc1Br returned HKDC1 inh -7, SENP6 inh -2, SENP7 inh 4, SENP1 FRET inh 1, PfG6PD inh 3, Apaf-1 inh -10, SENP8 block-1 8 and SENP8 block-2 22.
For COc1ccc(/C=N/n2c(C)nc3ccccc3c2=O)cc1 the results were HKDC1 inh -3, SENP6 inh -26, SENP7 inh -7, SENP1 FRET inh 0, PfG6PD inh 19, Apaf-1 inh -4, SENP8 block-1 -1 and SENP8 block-2 11.
Screening COc1ccc(C(CNC(=O)C2CC2)N(C)C)cc1 (configuration not stated) returned HKDC1 inh -6, SENP6 inh 11, SENP7 inh 11, SENP1 FRET inh -4, PfG6PD inh -6, Apaf-1 inh 4, SENP8 block-1 -2 and SENP8 block-2 -26.
For CC(C)c1ccc(NC(=S)NN2C(C)CCCC2C)cc1 (configuration not stated) the results were HKDC1 inh 9, SENP6 inh 4, SENP7 inh 1, SENP1 FRET inh 3, PfG6PD inh -3, Apaf-1 inh 11, SENP8 block-1 6 and SENP8 block-2 21.
CCNC(=S)N1CCN(Cc2ccccc2)CC1 was read as HKDC1 inh 9, SENP6 inh -1, SENP7 inh -9, SENP1 FRET inh -1, PfG6PD inh -12, Apaf-1 inh 2, SENP8 block-1 -4 and SENP8 block-2 0.
`CC(=O)Nc1cc(C(=O)N2CCc3ccccc3C2)ccc1Sc1ccc(Cl)cc1` gave HKDC1 inh 4, SENP6 inh 4, SENP7 inh -5, SENP1 FRET inh 0, PfG6PD inh 0, Apaf-1 inh 28, SENP8 block-1 1 and SENP8 block-2 3.
`Nc1nc(SCc2cccc([N+](=O)[O-])c2)n[nH]1` gave HKDC1 inh -4, SENP6 inh -13, SENP7 inh 1, SENP1 FRET inh -2, PfG6PD inh 11, Apaf-1 inh 1, SENP8 block-1 -3 and SENP8 block-2 19.
For Cc1ccccc1NC(=S)N(CCCN1CCC(C)CC1)Cc1ccco1 the results were HKDC1 inh -2, SENP6 inh -17, SENP7 inh -13, SENP1 FRET inh 1, PfG6PD inh 2, Apaf-1 inh 15, SENP8 block-1 -9 and SENP8 block-2 12.
O=C(NCc1ccco1)C1CCN(Cc2ccc(F)cc2)CC1 was read as HKDC1 inh -8, SENP6 inh -7, SENP7 inh -7, SENP1 FRET inh 1, PfG6PD inh 7, Apaf-1 inh 10, SENP8 block-1 1 and SENP8 block-2 26.
For Cc1scc(C(=O)NNC(=O)CCC(=O)O)c1C the results were HKDC1 inh -10, SENP6 inh 5, SENP7 inh 2, SENP1 FRET inh 2, PfG6PD inh -16, Apaf-1 inh -6, SENP8 block-1 4 and SENP8 block-2 9.
Screening CCOC(=O)c1ccc(N2CCN(c3ccc(F)cc3)CC2)c(NC(=O)Nc2cccc(OC)c2)c1 returned HKDC1 inh 11, SENP6 inh -13, SENP7 inh -4, SENP1 FRET inh 0, PfG6PD inh 7, Apaf-1 inh 1, SENP8 block-1 -2 and SENP8 block-2 -12.
For O=C(CC(=O)c1ccccc1)Nc1cc(C(F)(F)F)ccc1Cl the results were HKDC1 inh -6, SENP6 inh -4, SENP7 inh 5, SENP1 FRET inh 2, PfG6PD inh -3, Apaf-1 inh 3, SENP8 block-1 1 and SENP8 block-2 2.
Screening O=C(N/N=C/c1c[nH]c2ccc(Br)cc12)c1ccn(Cc2ccc(Cl)cc2)n1 returned HKDC1 inh 1, SENP6 inh -8, SENP7 inh 12, SENP1 FRET inh 2, PfG6PD inh 27, Apaf-1 inh 2, SENP8 block-1 -7 and SENP8 block-2 -43.

Reprinted from the part before: two compounds, followed by the next part.
For O=C(CC(=O)c1ccccc1)Nc1cc(C(F)(F)F)ccc1Cl the results were HKDC1 inh -6, SENP6 inh -4, SENP7 inh 5, SENP1 FRET inh 2, PfG6PD inh -3, Apaf-1 inh 3, SENP8 block-1 1 and SENP8 block-2 2.
Screening O=C(N/N=C/c1c[nH]c2ccc(Br)cc12)c1ccn(Cc2ccc(Cl)cc2)n1 returned HKDC1 inh 1, SENP6 inh -8, SENP7 inh 12, SENP1 FRET inh 2, PfG6PD inh 27, Apaf-1 inh 2, SENP8 block-1 -7 and SENP8 block-2 -43.
For COc1ccc(OCC(=O)c2c[nH]c3ccccc23)cc1 the results were HKDC1 inh -4, SENP6 inh -23, SENP7 inh 3, SENP1 FRET inh -8, PfG6PD inh -3, Apaf-1 inh -7, SENP8 block-1 -7 and SENP8 block-2 20.
For CCc1cccc(N(C)C(N)=Nc2cccc3ccccc23)c1 the results were HKDC1 inh -6, SENP6 inh 17, SENP7 inh 3, SENP1 FRET inh 1, PfG6PD inh 6, Apaf-1 inh 1, SENP8 block-1 3 and SENP8 block-2 13.
`Cc1ccc(CN2CCN(Cc3ccccn3)CC2CCO)cc1` (configuration not stated) gave HKDC1 inh -3, SENP6 inh -1, SENP7 inh 6, SENP1 FRET inh -7, PfG6PD inh 0, Apaf-1 inh -4, SENP8 block-1 -1 and SENP8 block-2 13.
`COc1ccc(NC(=O)CNc2cc(S(=O)(=O)N3CCOCC3)ccc2NCC2CCCO2)cc1` (configuration not stated) gave HKDC1 inh -9, SENP6 inh 15, SENP7 inh 8, SENP1 FRET inh -22, PfG6PD inh -4, Apaf-1 inh 25, SENP8 block-1 4 and SENP8 block-2 13.
For CCC(CO)NCc1cc(OC)c(OCC(=O)NCCc2ccccc2)cc1Br (configuration not stated) the results were HKDC1 inh -1, SENP6 inh -5, SENP7 inh 7, SENP1 FRET inh -1, PfG6PD inh 4, Apaf-1 inh -1, SENP8 block-1 -8 and SENP8 block-2 12.
For CC(C)NC(=O)COc1ccc(/C=N/NS(=O)(=O)c2ccccc2)cc1 the results were HKDC1 inh -7, SENP6 inh -35, SENP7 inh 0, SENP1 FRET inh 0, PfG6PD inh 14, Apaf-1 inh 1, SENP8 block-1 -13 and SENP8 block-2 35.
`Cc1ccc2nsnc2c1S(=O)(=O)N(Cc1cc2cccc(C)c2[nH]c1=O)CC1CCCO1` (configuration not stated) gave HKDC1 inh -14, SENP6 inh -9, SENP7 inh -1, SENP1 FRET inh 0, PfG6PD inh 3, Apaf-1 inh 11, SENP8 block-1 0 and SENP8 block-2 13.
COCCN(CCOC)C(=O)C1CCCN(S(=O)(=O)c2ccc(NC(=O)OC)cc2)C1 (configuration not stated) was read as HKDC1 inh -5, SENP6 inh -8, SENP7 inh 8, SENP1 FRET inh 4, PfG6PD inh -7, Apaf-1 inh -14, SENP8 block-1 -1 and SENP8 block-2 18.
O=C(N/N=C/c1ccc(O)cc1)/C(=C/c1ccc([N+](=O)[O-])cc1)NC(=O)c1ccccc1 was read as HKDC1 inh 1, SENP6 inh -14, SENP7 inh 0, SENP1 FRET inh 0, PfG6PD inh 8, Apaf-1 inh 7, SENP8 block-1 -5 and SENP8 block-2 13.
Screening OC(c1cc(-c2ccc(Cl)cc2)nc2ccccc12)C1CCCCN1 (configuration not stated) returned HKDC1 inh -5, SENP1 FRET inh -1, PfG6PD inh 8 and SENP8 block-2 14.
For O=C(CCC1CCCN(C(=O)Cn2cnnn2)C1)NCc1ccccc1F (configuration not stated) the results were HKDC1 inh -5, SENP6 inh 10, SENP7 inh -2, SENP1 FRET inh 2, PfG6PD inh 8, Apaf-1 inh -16, SENP8 block-1 0 and SENP8 block-2 2.
CNC(=S)N1N=C(c2ccccc2)CC1c1ccc(OC)c(OC)c1 (configuration not stated) was read as HKDC1 inh -10, SENP6 inh -12, SENP7 inh -2, SENP1 FRET inh -4, PfG6PD inh -16, Apaf-1 inh 10, SENP8 block-1 1 and SENP8 block-2 -1.
`O=C(COc1ccccc1)N1CCCC1` gave HKDC1 inh -8, SENP6 inh -15, SENP7 inh -12, SENP1 FRET inh 2, PfG6PD inh 9, Apaf-1 inh 5, SENP8 block-1 0 and SENP8 block-2 2.
O=C(CCN1C(=O)C2C3CCC(C3)C2C1=O)Nc1ccc(Cl)cc1Cl (configuration not stated) was read as HKDC1 inh -4, SENP6 inh -15, SENP7 inh -2, SENP1 FRET inh -2, PfG6PD inh -8, Apaf-1 inh -2, SENP8 block-1 -9 and SENP8 block-2 2.
COCCn1c(SCC(=O)NC(=O)NC2CCCCC2)nc2ccccc2c1=O was read as HKDC1 inh -5, SENP6 inh 0, SENP7 inh 5, SENP1 FRET inh 2, PfG6PD inh -20, Apaf-1 inh -3, SENP8 block-1 1 and SENP8 block-2 11.
`CCN(CC)C(=O)COc1ccc(-c2nnc(N3CCCCC3)c3ccccc23)cc1` gave HKDC1 inh 3, SENP6 inh -7, SENP7 inh 7, SENP1 FRET inh 0, PfG6PD inh -5, Apaf-1 inh 15, SENP8 block-1 6 and SENP8 block-2 1.
`Cc1cc(SCNC(=O)c2ccccc2)ncn1` gave HKDC1 inh 1, SENP6 inh 15, SENP7 inh 13, SENP1 FRET inh 0, PfG6PD inh 8, Apaf-1 inh -20, SENP8 block-1 7 and SENP8 block-2 16.
For CCOC(=O)c1ccc(NC(=O)c2cn(-c3ccccc3)nc2-c2ccncc2)cc1 the results were HKDC1 inh 5, SENP6 inh -1, SENP7 inh -3, SENP1 FRET inh -2, PfG6PD inh 5, Apaf-1 inh 13, SENP8 block-1 -6 and SENP8 block-2 17.
